Source: PubChem BioAssay (National Center for Advancing Translational Sciences (NCATS))
aGal spleen mod: alpha-galactosidase A (human) modulation; P06280; human spleen homogenate, 4MU-alpha-Gal fluorescence, 40 min; Potency, µM (top dose mostly 80 µM), for the others: at the top dose activity change, negative = inhibition, most hits filed as inhibitors; 240,000 compounds, 0.008% hits;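 note: potency is the fitted concentration of half-maximal effect; 0% = enzyme with vehicle and -100% = no enzyme basal signal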
Target sequence (P06280 32-429 limits assumed): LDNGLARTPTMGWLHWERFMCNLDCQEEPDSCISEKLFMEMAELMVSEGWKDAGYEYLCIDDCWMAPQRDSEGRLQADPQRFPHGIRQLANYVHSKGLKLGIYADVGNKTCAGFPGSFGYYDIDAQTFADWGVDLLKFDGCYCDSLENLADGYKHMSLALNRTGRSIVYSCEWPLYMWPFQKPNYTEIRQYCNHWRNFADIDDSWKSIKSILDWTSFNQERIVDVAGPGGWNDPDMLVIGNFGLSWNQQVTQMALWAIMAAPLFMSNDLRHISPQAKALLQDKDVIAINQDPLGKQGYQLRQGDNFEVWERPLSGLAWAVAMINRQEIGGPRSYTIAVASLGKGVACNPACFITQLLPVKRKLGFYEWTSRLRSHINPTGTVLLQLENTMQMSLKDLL
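Inhibition or activation of alpha-galactosidase in human spleen homogenate is scored by 4-MU fluorescence after 40 min at 37C, pH 5.0, with 1 mM substrate. AC50s come from concentration-response fitted to the Hill equation.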
IMPase Li inh: cell-permeable IMPase inhibitors with lithium potentiation | CHO-M1 cells, IP1 TR-FRET (IP-One), carbachol + lithium | Potency, µM (highest dose often 59.4 µM), for inactives: top-dose activity, negative = IMPase inhibition, actives largely listed as inhibitors | 210,000 compounds, 0.35% hits;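 note: IP1 builds up when IMPase is blocked and the TR-FRET signal falls; potency is the fitted concentration of half-maximal effect; plate controls were basal vehicle for no effect and high inhibitor control for full effect; nearly all actives have a fitted effect of over 50% in size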
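IP1 accumulation measured by competitive TR-FRET in lysed CHO-M1 cells after 30 min compound exposure at 37C, with a small lithium addition to potentiate weak responses. Hill-equation AC50 from ratio and donor-channel data.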
NPSR antag: blocks cAMP signaling of the human neuropeptide S receptor; Potency, µM (highest dose often 38.3 µM), for inactives: top-dose activity change, negative = inhibition, most hits filed as inhibitors; 220,000 compounds, 1% hits; CHO-NPSR cells, cAMP TR-FRET, antagonist mode; note: potency is the fitted concentration of half-maximal effect; % is set by controls: 0 for no effect and ±100 for the full control effect; nearly all actives have a fitted effect of over 50% in size; many of its hits are not listed in these tables
CBFb-RUNX1 inh: inhibitors of human CBF-beta and RUNX1 interaction. AlphaScreen CBFb-His/RUNX1-biotin binding, biochemical. Potency, µM (titrated, usually from 59.8 µM), inactives show at the top dose activity, negative = inhibition, most hits filed as inhibitors. 230,000 tested, under 10 active. AID 1477; note: % of control where 0% means no effect
Target sequence (Q01196 whole entry, looked up): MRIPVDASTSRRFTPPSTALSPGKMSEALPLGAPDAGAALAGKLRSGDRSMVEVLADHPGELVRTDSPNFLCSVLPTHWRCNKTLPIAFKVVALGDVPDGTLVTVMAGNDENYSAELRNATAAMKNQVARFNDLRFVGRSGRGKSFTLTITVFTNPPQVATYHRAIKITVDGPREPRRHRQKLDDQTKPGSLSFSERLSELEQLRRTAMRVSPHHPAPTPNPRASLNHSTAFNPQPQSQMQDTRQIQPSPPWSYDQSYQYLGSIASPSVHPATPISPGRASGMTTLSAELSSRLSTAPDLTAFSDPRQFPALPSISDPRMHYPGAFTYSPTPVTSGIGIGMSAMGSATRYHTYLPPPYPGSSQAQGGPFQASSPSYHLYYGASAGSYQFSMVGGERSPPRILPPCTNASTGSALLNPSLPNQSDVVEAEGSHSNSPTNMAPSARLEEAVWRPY
Target sequence (Q13951 whole entry, looked up): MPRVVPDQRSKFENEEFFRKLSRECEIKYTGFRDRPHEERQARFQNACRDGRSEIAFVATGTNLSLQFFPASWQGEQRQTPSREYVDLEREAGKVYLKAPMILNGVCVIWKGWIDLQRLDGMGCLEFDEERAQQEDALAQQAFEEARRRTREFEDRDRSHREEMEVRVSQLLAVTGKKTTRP
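Inhibition was taken as any reduction in AlphaScreen signal from the CBF-beta–RUNX1 pair (His and biotin tags, 30 nM each), measured after compound (15 min) and bead (90 min) incubations at room temperature.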
Epigenetic reg: epigenetic control regulation, reporter derepression; Potency, µM (titrated, usually from 53.9 µM), without a hit: at the highest dose GFP activation, usual class: activators; 280,000 compounds, 0.2% hits; murine LDR cells, GFP reporter derepression, 30 h; note: potency is the fitted concentration of half-maximal effect; % of control where 0% means no effect; nearly all actives have a fitted effect of over 60% in size
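Readout is the number of GFP-expressing murine LDR cells, counted by cytometry following washing. Cells were treated with compound for 30 h at 37 C; the stably integrated CMV-GFP locus is normally silent.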
KinaseGlo FLuc: blocks Kinase-Glo luciferase, a counter-screen artifact; Q27757; Kinase-Glo luciferase, ATP luminescence, 8 min; Potency, µM (series often up to 38.3 µM), without a hit: at the highest dose activity change, negative = inhibition, usual class: inhibitors; 200,000 compounds, 0.28% hits; AID 1379; note: potency is the fitted concentration of half-maximal effect; % is set by controls: 0 for no effect and ±100 for the full control effect; nearly all actives have a fitted effect of over 60% in size
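Inhibition of Kinase-Glo luciferase light generation was assessed at 10 uM ATP in pH 7.2 imidazole buffer, with luminescence measured after eight minutes at ambient temperature.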
Lamin A splicing: changes lamin A minigene splicing in HeLa cells | AID 1487 | 200,000 compounds, 0.01% hits | HeLa LMNA splicing GFP/RFP minigene ratio, 48 h | Potency, µM (series often up to 46.1 µM), without a hit: top-dose ratio change, negative = inhibition, usual class: inhibitors; active = well fitted inhibition curve with a large enough effect in the signal ratio, with a control signal flat, not every such curve was filed as active; inconclusive = small, poorly fitted or top-dose-only effect, or effect the other way, or a change in a side signal; the % refers to the signal ratio; note: potency is the fitted concentration of half-maximal effect; % is set by controls: 0 for no effect and ±100 for the full control effect
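S3 HeLa stable clones carrying a lamin A-EGFP splicing minigene plus DsRed2 were seeded at 600 cells/well in Opti-MEM with 2% FBS, pin-dosed and incubated 48 h at 37°C. Acumen cytometry (488 nm) gave the GFP/RFP total-intensity ratio.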
Active calls of the source: *; ? = inconclusive; · = not tested or not shown; & = joins results of further samples; [ ] = another dose, or the depositor's remark. Unless noted, calls come from the whole dose curve; as a rule, active = well fitted curve in the direction sought with a large enough effect; inconclusive = small, poorly fitted or top-dose-only effect, or another doubt; inactive = no such curve, though single readings can be large; an effect the other way counts as inactive or inconclusive.

| item | Molecule | aGal spleen mod | IMPase Li inh | NPSR antag | CBFb-RUNX1 inh |
| --- | --- | --- | --- | --- | --- |
| 1 | Cc1nn(Cc2ccccc2)c(C)c1/C=N/NC(=O)CNc1cccc(C(F)(F)F)c1 | -8.8% | 5.3% | ? | -1.3% |
| 2 | CCN1c2ccccc2NC2N=C(OC)C(c3ccccc3)C21 (centres undefined) | 2.5% | 82.6%[activator][38.3 µM] | -11.7%[46.1 µM] | 0.9% |
| 3 | O=C(c1ccccc1)N1CCN(S(=O)(=O)c2cccc(NS(=O)(=O)c3ccccc3)c2)CC1 | 2.3% | -6.1% | -43.4% | -15.8% |
| 4 | Cc1[nH]nc2c1/C(=N/O)CC(c1ccccc1)C2 (centres undefined) | -3.6% | -7.7%[38.3 µM] | -28.6%[46.1 µM] | 10.8% |
| 5 | COc1ccc(CN(CC2CCC(C(=O)O)CC2)C(=S)Nc2cc(C)ccc2C)cc1 (centres undefined) | -5.6% | -11.3% | -38.7% | -2.1% |
| 6 | Cc1ccc(S(=O)(=O)N2c3ccccc3OCC2C(C)(C)C)cc1 (centres undefined) | 6.1% | 6.0% | -20.1%[46.1 µM] | 2.2% |
| 7 | CCOc1ccc(CCNC(=O)COC(=O)c2cc(OC)cc(OC)c2)cc1OCC | -6.9% | 11.0% | -15.4% | 10.3% |
| 8 | O=C1NC(c2cccc([N+](=O)[O-])c2)=CCN1c1ccccc1O | 10.9%&-1.0%&0.9% | -7.4%&18.8% | -6.4%[46.1 µM] | -0.8% |
| 9 | COc1ccc(N2C(=O)CC(N3CCN(C(=O)c4ccco4)CC3)C2=O)cc1 (centres undefined) | 9.1% | 2.5% | 1.1% | 3.9% |
| 10 | COc1ccc(CCN(Cc2cc3ccc(C)cc3n3nnnc23)C(C)=O)cc1OC | 2.6% | -1.7% | -18.2% | -0.5% |

| item | Epigenetic reg | KinaseGlo FLuc | Lamin A splicing |
| --- | --- | --- | --- |
| 1 | 3.2% | 2.3% | -23.8% |
| 2 | 0.0% | 8.3% | ? |
| 3 | 5.3% | · | · |
| 4 | -1.0% | 1.8% | 1.4% |
| 5 | -6.2% | 2.0% | 19.0%[46 µM] |
| 6 | 0.0% | -1.9% | ? |
| 7 | -0.3% | 2.6% | · |
| 8 | -0.1%&0.5%&2.7% | -2.5%&2.8% | ? |
| 9 | -1.2% | -1.8% | 8.2%[46 µM] |
| 10 | -5.7% | 1.3% | 13.7%[46 µM] |

Continued.
| item | Molecule | aGal spleen mod | IMPase Li inh | NPSR antag | CBFb-RUNX1 inh |
| --- | --- | --- | --- | --- | --- |
| 11 | COc1cc2cc(Br)cc(Br)c2nc1C | 5.7% | 12.6µM* | ? | 15.1% |
| 12 | CCOc1cc(/C=N/n2c(C)nnc2C)ccc1O | -5.1% | · | -24.1% | 7.9% |
| 13 | CC(=O)n1c2ccccc2c2c1c1ccccc1n2C | ? | -4.5%[38.3 µM] | 6.3%[46.1 µM] | 0.5% |
| 14 | COc1cc(COc2ccc3c(C)c(Cc4ccccc4)c(=O)oc3c2)cc(OC)c1OC | -2.3% | 7.3% | -15.0%[46.1 µM] | 9.6% |
| 15 | Nc1cc(-c2ccc(Cl)cc2)nn1S(=O)(=O)c1ccc(Cl)cc1 | -8.1% | -2.9%[38.3 µM] | -9.2%[46.1 µM] | 1.3% |
| 16 | Cn1c(SCC(=O)NCCN2C(=O)CSC2=O)nnc1-c1ccccc1 | 1.1% | -2.9% | 17.5% | 3.8% |
| 17 | CCOC(=O)C1(Cc2ccccc2)CCN(Cc2csc(C(C)=O)c2)CC1 | -5.3% | 18.9% | 19.6% | 6.4% |
| 18 | COc1ccc(-c2ccc(SCC(=O)Nc3nnc(C)s3)nn2)cc1 | 4.5% | 3.5% | 10.1% | -7.2% |
| 19 | C/C(=N\NC(=O)CNC(=O)c1ccncc1)c1ccc(C)cc1 | -1.4% | -9.4% | 8.8% | 1.2% |
| 20 | Nc1ccc(N2CCCCC2)cc1N1CCCCC1 | -6.4% | -2.6%[38.3 µM] | -8.1%[46.1 µM] | ? |

| item | Epigenetic reg | KinaseGlo FLuc | Lamin A splicing |
| --- | --- | --- | --- |
| 11 | 0.8% | -0.3% | 18.9% |
| 12 | 0.1% | · | · |
| 13 | -0.1% | 0.6% | ? |
| 14 | -2.9% | 0.3% | -11.4% |
| 15 | 0.7% | 17.5% | 4.9% |
| 16 | 0.0% | 2.1% | -8.0% |
| 17 | -0.2% | · | · |
| 18 | -2.6% | -11.9% | -20.8%[46 µM] |
| 19 | -1.4% | 1.1% | · |
| 20 | -1.8% | -5.9% | ? |

Fetched by compound from the list above, four records:
| item | Molecule | aGal spleen mod | IMPase Li inh | NPSR antag | CBFb-RUNX1 inh |
| --- | --- | --- | --- | --- | --- |
| 11 | COc1cc2cc(Br)cc(Br)c2nc1C | 5.7% | 12.6µM* | ? | 15.1% |
| 13 | CC(=O)n1c2ccccc2c2c1c1ccccc1n2C | ? | -4.5%[38.3 µM] | 6.3%[46.1 µM] | 0.5% |
| 15 | Nc1cc(-c2ccc(Cl)cc2)nn1S(=O)(=O)c1ccc(Cl)cc1 | -8.1% | -2.9%[38.3 µM] | -9.2%[46.1 µM] | 1.3% |
| 12 | CCOc1cc(/C=N/n2c(C)nnc2C)ccc1O | -5.1% | · | -24.1% | 7.9% |

| item | Epigenetic reg | KinaseGlo FLuc | Lamin A splicing |
| --- | --- | --- | --- |
| 11 | 0.8% | -0.3% | 18.9% |
| 13 | -0.1% | 0.6% | ? |
| 15 | 0.7% | 17.5% | 4.9% |
| 12 | 0.1% | · | · |

Next entries:
| item | Molecule | aGal spleen mod | IMPase Li inh | NPSR antag | CBFb-RUNX1 inh |
| --- | --- | --- | --- | --- | --- |
| 21 | Cc1ccc2c(CC(=O)NCc3ccc4c(c3)OCO4)coc2c1 | 2.3% | 24.0%[38.3 µM] | -6.4%[46.1 µM] | 1.2% |
| 22 | Cn1c(CCN2CCCCC2)nc2cc(NS(=O)(=O)c3ccc(Cl)cc3)ccc21 | 0.5% | 27.6%[38.3 µM] | ? | 3.3% |
| 23 | CN(C(=O)c1cc2n(n1)C(C(F)(F)F)CC(c1ccco1)N2)c1ccc(OC(F)(F)F)cc1 (centres undefined) | -2.1% | 8.3%[38.3 µM] | -17.6%[46.1 µM] | 2.0% |
| 24 | CC(C)CC(CO)N1CCN(C(=O)c2cccc(C(F)(F)F)c2)CCC1=O (centres undefined) | 6.0% | -3.3% | -4.7% | 9.6% |
| 25 | CCC(=O)N1c2ccc(S(=O)(=O)N(CCO)Cc3ccccc3)cc2CC1C (centres undefined) | 6.2% | 0.0%[38.3 µM] | -4.9%[46.1 µM] | -2.6% |
| 26 | Cc1c(NC(=O)Cc2ccccc2)cccc1C(=O)NN1C(=O)c2ccccc2C1=O | 8.9% | -2.7% | 27.9% | -1.2% |
| 27 | CC(C)(O)[C@@H]1CCC[N+]2(C)CCCC[C@H]12 (some centres undefined) | -7.0% | 16.2% | · | -13.9% |
| 28 | CCCCNC(=O)CSc1nc2ccccc2n1S(=O)(=O)c1ccc(Cl)cc1 | -18.4% | 6.0% | 1.8% | -2.4% |
| 29 | C/C(=N\NS(=O)(=O)c1ccccc1)c1cc(Cl)cc(Cl)c1O | 1.2% | 0.5% | -4.4% | 0.5% |
| 30 | Clc1ccc(Nc2ccc(NCc3ccccc3)nn2)cc1 | -8.4% | 3.7% | -27.8% | -13.3% |

| item | Epigenetic reg | KinaseGlo FLuc | Lamin A splicing |
| --- | --- | --- | --- |
| 21 | -1.0% | 21.3% | 3.5% |
| 22 | -2.4% | -0.8% | ? |
| 23 | 3.2% | -1.3% | 4.6% |
| 24 | 0.0% | -1.1% | ? |
| 25 | -0.9% | 0.2% | 8.2%[0.0737 µM] |
| 26 | 0.0% | -0.8% | ? |
| 27 | -0.1% | -2.1% | · |
| 28 | -1.0% | 4.1% | -4.2% |
| 29 | -0.6% | 3.3% | ? |
| 30 | -0.9% | -3.0% | ? |

The list continues:
| item | Molecule | aGal spleen mod | IMPase Li inh | NPSR antag | CBFb-RUNX1 inh |
| --- | --- | --- | --- | --- | --- |
| 31 | CC(=O)c1cc(NC(=O)c2ccc(Cl)cc2)c(=O)oc1/C=C/N(C)C | -9.6% | 4.4% | -13.4%[46.1 µM] | -7.5% |
| 32 | COc1ccccc1CN(Cc1nc2ccccc2c(=O)[nH]1)C(=O)Nc1ccc(C)cc1 | -0.2% | 52.3%[activator][38.3 µM] | -20.8%[46.1 µM] | 5.5% |
| 33 | Cc1cc(Br)cn2cc(C(=O)O)nc12 | 1.7% | ? | -41.1% | 0.9% |
| 34 | CN(C)c1ncc2nc(-c3cccs3)c(=O)n(C)c2n1 | 15.6% | -0.9% | · | · |
| 35 | COc1ccc(N=Cc2c(O)n(-c3cccc(C)n3)c(=O)c3ccccc23)cc1 | 1.9% | 8.8% | -9.9% | -8.9% |
| 36 | Cc1cnnc2c1-c1no[n+]([O-])c1CC2 | 3.8% | -0.8%[38.3 µM] | -1.5%[46.1 µM] | -0.1% |
| 37 | Cc1ccc(NC(=O)CC2Oc3ccc(C)cc3NC2=O)cc1 (centres undefined) | -4.4% | -11.8%[38.3 µM] | 5.2%[46.1 µM] | 1.1% |
| 38 | CC1CCCN(C(=O)C2CCCN(S(=O)(=O)c3cccc4nsnc34)C2)C1 (centres undefined) | 1.3% | 27.5%[38.3 µM] | -11.8%[46.1 µM] | -2.0% |
| 39 | Cc1ccc(C(=O)Nc2ccc(S(=O)(=O)O)c3cc(S(=O)(=O)O)cc(S(=O)(=O)O)c23)cc1NC(=O)c1cccc(NC(=O)Nc2cccc(C(=O)Nc3cc(C(=O)Nc4ccc(S(=O)(=O)O)c5cc(S(=O)(=O)O)cc(S(=O)(=O)O)c45)ccc3C)c2)c1 | 9.0%&10.1%&-2.7%&4.5% | -13.8%&-2.1%&-1.4%&11.5% | -17.7%[46.1 µM] | ? |
| 40 | Cc1cc(=O)n2nc(-c3ccccc3)sc2n1 | 8.1% | 8.9%[38.3 µM] | -12.4%[46.1 µM] | 9.6% |
| 41 | Cn1ccc2cc(NC(=O)Nc3cccnc3)ccc21 | -3.1%&0.4% | 4.5% | · | ? |

| item | Epigenetic reg | KinaseGlo FLuc | Lamin A splicing |
| --- | --- | --- | --- |
| 31 | 14.7% | -2.0% | -3.4% |
| 32 | -1.0% | -0.4% | -2.7% |
| 33 | -1.1% | 2.7% | · |
| 34 | · | · | 3.1% |
| 35 | 0.0% | -0.2% | ? |
| 36 | 0.2% | 0.9% | 2.6% |
| 37 | 11.0% | -0.7% | 5.4% |
| 38 | 0.8% | -3.2% | -6.3% |
| 39 | 2.1%&-0.2%&1.2%&0.8% | 0.1%&4.6%&0.1% | ? |
| 40 | -6.3% | -23.8% | -12.3% |
| 41 | -1.6% | -1.6% | · |

These rows are one share of the data. The share of hits here may be higher or lower than overall.
